Source: PubChem BioAssay
Eya2 phos inh: Eya2 (human) phosphatase inhibition | O00167 | 0.006% of 330,000 active | recombinant Eya2, OMFP fluorescence dephosphorylation (OMFP is methylfluorescein phosphate) | Potency, µM (top dose mostly 76.9 µM), for the others: at the highest dose activity, negative = inhibition, actives largely listed as inhibitors; note: potency is the fitted concentration of half-maximal effect; % is set by controls: 0 for no effect and ±100 for the full control effect
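Eya2 protein (added as 0.2 uM solution) was preincubated with compound for 10 min at ambient temperature in 50 mM HEPES pH 7.5, 50 mM NaCl, 5 uM MgCl2, 0.05% BSA, 1 mM DTT. OMFP (added at 50 uM) then reacted 10 min; fluorescence read at 485/525 nm.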
ELG1 DNA repair: ELG1-dependent DNA repair inhibition | HEK293T ELG1-luciferase reporter, luminescence, 16 h; DNA damage induced by 5-fluorouridine | Potency, µM (highest dose often 46.1 µM), inactives show at the highest dose activity change, negative = inhibition, actives largely listed as inhibitors | 2.3% of 330,000 active | AID 504467; note: potency is the fitted concentration of half-maximal effect; % is set by controls: 0 for no effect and ±100 for the full control effect; nearly all actives have a fitted effect of over 55% in size
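Reporter activity after DNA damage by 5-fluorouridine is monitored. Compound-treated cells incubate 16 hr at 37 °C, then ONE-Glo is added for 30 min before luminescence reading.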
B2AR arrestin: beta2AR (human) beta-arrestin recruitment activity. P07550. beta-arrestin recruitment to beta2AR, cell-based reporter. Potency, µM (doses to about 46.1 µM), for the others: top-dose activation, usual class: activators. 0.02% of 330,000 active;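 note: potency is the fitted concentration of half-maximal effect; 0% = DMSO controls and full agonism = EC100 isoproterenol or metaproterenol; nearly all actives have a fitted effect of over 65% in size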
Target sequence (P07550 whole entry, looked up): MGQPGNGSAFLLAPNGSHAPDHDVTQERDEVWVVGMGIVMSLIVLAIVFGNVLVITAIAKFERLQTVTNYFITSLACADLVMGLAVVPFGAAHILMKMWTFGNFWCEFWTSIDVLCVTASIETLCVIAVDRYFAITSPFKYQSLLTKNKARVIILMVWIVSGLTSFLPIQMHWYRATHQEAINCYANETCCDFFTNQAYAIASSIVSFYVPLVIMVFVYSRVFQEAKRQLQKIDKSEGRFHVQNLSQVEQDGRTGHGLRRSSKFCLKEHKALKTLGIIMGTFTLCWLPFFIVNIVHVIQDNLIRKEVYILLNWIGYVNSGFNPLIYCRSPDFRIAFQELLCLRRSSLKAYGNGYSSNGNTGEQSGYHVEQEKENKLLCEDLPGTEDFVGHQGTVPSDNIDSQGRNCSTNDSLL
TSG101-PTAP inh: blocks PTAP/TSG101 interaction to inhibit HIV-1 budding. Q99816. Fluorescence polarization, FITC-PTAP peptide / Tsg101 binding. Potency, µM (series often up to 115 µM), for the others: at the highest dose activity change, negative = inhibition, usual class: inhibitors. 340,000 tested, under 10 active; active = well fitted inhibition curve with a large enough effect in the main read-out, with a control signal flat, not every such curve was filed as active; inconclusive = small, poorly fitted or top-dose-only effect, or effect the other way, or a change in a side signal; inactive = no such curve, though single readings can be large or run the other way; note: potency is the fitted concentration of half-maximal effect; % of control where 0% means no effect
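Compounds were pin-transferred onto Tsg101 binding domain (10 uM final) in HEPES pH 7.5 buffer, then FITC-PTAP peptide was added at 50 nM final. After 20 min at RT, polarization reported peptide displacement across a qHTS concentration series.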
uPA surface inh: cell surface uPA generation inhibition; cell surface uPA generation assay, qHTS; Potency, µM (series often up to 38.3 µM), without a hit: at the top dose activity change, negative = inhibition, actives largely listed as inhibitors; 0.31% of 330,000 active; AID 540303; active = well fitted inhibition curve with a large enough effect; inconclusive = small, poorly fitted or top-dose-only effect; inactive = no such curve, though single readings can be large or run the other way; tested in mouse RAW 264.7 cells; note: potency is the fitted concentration of half-maximal effect; % is set by controls: 0 for no effect and ±100 for the full control effect; nearly all actives have a fitted effect of over 55% in size
TCR activator: activators of T cell receptors. 330,000 tested, under 10 active. AID 504894. primary human leukocytes, anti-CD3, IL-2 HTRF, 48 h. Potency, µM (titrated, usually from 9.22 µM), without a hit: at the top dose activation of IL-2 secretion, hits mostly activators; note: % of control where 0% means no effect
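Primary human leukocytes were stimulated with a-CD3 beads plus compounds for 48 hr without co-stimulation; secreted IL-2 was quantified by HTRF using a-IL-2-K (europium cryptate) and a-IL-2-d2, excited at 320nm with acceptor emission read at 665nm.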
Tb PFK inh: blocks T. brucei phosphofructokinase. O15648. T. brucei PFK, ADP-Glo luminescence. Potency, µM (doses to about 57.5 µM), inactives show at the top dose activity, negative = inhibition, actives largely listed as inhibitors. 0.17% of 330,000 active. AID 485367;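 note: potency is the fitted concentration of half-maximal effect; 0% = uninhibited 1x PFK enzyme wells and -100% = no-enzyme wells; nearly all actives have a fitted effect of over 60% in size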
Target sequence (O15648 whole entry, looked up): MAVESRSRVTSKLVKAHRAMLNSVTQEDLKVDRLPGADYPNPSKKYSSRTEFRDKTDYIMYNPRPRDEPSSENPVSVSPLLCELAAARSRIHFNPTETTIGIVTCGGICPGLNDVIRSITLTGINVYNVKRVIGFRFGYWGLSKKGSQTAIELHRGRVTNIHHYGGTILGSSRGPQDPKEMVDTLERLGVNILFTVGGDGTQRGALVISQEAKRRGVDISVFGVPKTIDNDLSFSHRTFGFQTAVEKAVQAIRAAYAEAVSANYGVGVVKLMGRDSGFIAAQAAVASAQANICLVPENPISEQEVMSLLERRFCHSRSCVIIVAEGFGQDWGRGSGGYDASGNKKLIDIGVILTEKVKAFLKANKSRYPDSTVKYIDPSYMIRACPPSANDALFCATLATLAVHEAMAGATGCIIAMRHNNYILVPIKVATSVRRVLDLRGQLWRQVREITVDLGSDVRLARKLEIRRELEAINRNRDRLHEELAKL
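Activity is normalized to no-enzyme wells (full inhibition) and 1.25 nM enzyme wells (no inhibition). Reaction: 0.5 mM F6P, 0.1 mM ATP, 45 min RT, ADP-Glo luminescence; concentration-response curves fitted and classed by quality.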
TSHR antag: antagonists of human thyroid stimulating hormone receptor. P16473. TSHR-expressing cells, TSH-stimulated cAMP HTRF, 2 h; active compounds read low. activity change, negative = inhibition, % at 11.5 µM. 0.2% of 330,000 active. AID 504810;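 active = activity change below a set negative limit, meaning inhibition stronger than a set level, cut at about -70% in these data; inconclusive = activity change between two set negative limits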; note: % is set by controls: 0 for no effect and ±100 for the full control effect
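Freshly harvested TSHR cells receive pin-tooled compound, then EC80 TSH at 4nM final. After 2 hours at 37 deg C, antibody in lysis buffer and cAMP-d2 are added; 30 minutes at ambient temperature precede the HTRF read.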
Chronic BCR inh: blocks chronic active B-cell receptor signaling | 0.05% of 340,000 active | Potency, µM (doses to about 46.1 µM), for the others: top-dose ratio change, negative = lower green/red ratio, usual class: inhibitors | ABC-DLBCL IkBa-CBG/CBR reporter, luminescence ratio, 4 h | AID 493014; active = well fitted inhibition curve with a large enough effect in the signal ratio, with a control signal flat, not every such curve was filed as active; inconclusive = small, poorly fitted or top-dose-only effect, or effect the other way, or a change in a side signal; the % refers to the signal ratio;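 note: potency is the fitted concentration of half-maximal effect; plate controls were basal doxycycline-induced cells for no effect and cells given 10 µM MG132 for full effect; MG132 reads +100%, hits lower the ratio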
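TMD8 human ABC-DLBCL cells with doxycycline-inducible IκBα–green luciferase fusion and unfused red luciferase, in 0.5% FBS medium; compounds up to 46 uM, 4 h at 37C. Green/red luminescence ratio, filter-overlap corrected, fitted to concentration-response curves.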
Mito fusion yeast: mitochondrial division inhibition or fusion activation | S. cerevisiae fusion-defective mutant growth rescue, CellTiterGlo 48 h | Potency, µM (titrated, usually from 46.1 µM), without a hit: at the top dose growth rescue (activation), hits mostly activators | 0.23% of 320,000 active;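 note: potency is the fitted concentration of half-maximal effect; % of control where 0% means no effect; nearly all actives have a fitted effect of over 45% in size; temperature-sensitive fusion mutants such as fzo1-1 at 37 °C on non-fermentable ethanol glycerol medium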
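Read-out: ATP-based luminescence (CellTiterGlo, 10 min ambient) reporting growth of fusion-defective ts yeast after 48 hours at 37C on glycerol/ethanol YPEG medium in the presence of compound.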
USP2a block: inhibitors of human ubiquitin-specific protease USP2a. 0.01% of 330,000 active. Potency, µM (doses to about 38.3 µM), without a hit: at the highest dose activity change, negative = inhibition, usual class: inhibitors. USP2 core, Ub-CHOP2 coupled fluorogenic reporter, 485/531;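 note: potency is the fitted concentration of half-maximal effect; plate controls were DMSO wells for no effect and full inhibition by NEM control for full effect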
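Deubiquitinase activity read as fluorescence (485/531 nm) after Ub-CHOP2 cleavage activates the enterokinase reporter on its substrate; USP2 core 10nM, Ub-CHOP2 and substrate 25nM each, 30min compound preincubation then 60min RT; data normalized to NEM, curves fitted.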
Active calls of the source: *; ? = inconclusive; / = not tested or not shown; [ ] = dose if it differs, or a comment. Unless noted, calls come from the whole dose curve; as a rule, active = well fitted curve in the direction sought with a large enough effect; inconclusive = small, poorly fitted or top-dose-only effect, or another doubt; inactive = no such curve, though single readings can be large; an effect the other way counts as inactive or inconclusive. An unsorted share of the library, and some 3% of all compounds hit somewhere here.

SMILES	Eya2 phos inh	ELG1 DNA repair	B2AR arrestin	TSG101-PTAP inh	uPA surface inh	TCR activator	Tb PFK inh	TSHR antag	Chronic BCR inh	Mito fusion yeast	USP2a block
O=C(Nc1cccc2ccccc12)N1CCOCC1	-11%	11%	0.0%	-4%	/	-1%	-1%	2	?	-1%	-1%
CCc1c(O)nc(SC2CC(=O)N(c3ccccc3)C2=O)[nH]c1=O (stereo unspecified)	15%	-13%	-0.5%	-2%	2%	-5%	1%	23	?	-7%	4%
CCC1CCCCN1Cc1nc2c(c(=O)n(C)c(=O)n2C)n1CC(C)C (stereo unspecified)	-4%	?	0.4%	-7%	-12%	-7%	1%	4	1%	1%	0%
Cc1ccc(CC(=O)NCC(c2ccco2)N(C)C)cc1C (stereo unspecified)	-1%	9%	0.0%	3%	1%	2%	-2%	18	0%	7%	2%
Cc1cc(NC(=O)Cn2nc(C)c([N+](=O)[O-])c2C)no1	-2%	3%	0.3%	-2%	7%	4%	0%	-3	0%	0%	-2%
Cc1ccccc1NC(=O)c1cc2ccccn2n1	-11%	?	-1.0%	3%	?	-1%	-6%	-84*	?	-5%	-7%
CC1=NCCN1S(=O)(=O)c1cc(Cl)ccc1Cl	-1%	23%	-0.4%	-5%	-7%	-19%	-2%	12	-26%	2%	0%
N#C/C(=C(/O)CCCl)c1ccccn1	7%	1%	0.1%	2%	14%	1%	2%	-2	0%	0%	4%
COc1cc(C(=O)/C=C/Nc2ccc(NC(C)=O)cc2)cc(OC)c1OC	-1%	?	0.8%	-4%	-5%	9%[46.1 µM]	5%	-2	?	1%	2%
CCN(CC)CCCN(Cc1cc2cc3c(cc2[nH]c1=O)OCO3)C(=S)NCCCN(C)C	-1%	10%	-0.1%	-3%	4%	-141%	-9%	-1	?	4%	-1%
COc1ccc(C)cc1-n1cnnn1	-26%	4%	-0.2%	-5%	12%	8%	0%	2	14%	0%	2%
O=C(CCc1nc(-c2ccc(F)cc2)no1)Nc1cccc(C(=O)NC2CC2)c1	-10%	?	0.1%	1%	5%	-3%	-2%	/	-15%	/	-5%
CCCCOC(=O)Nc1ccc(C(=O)OCCC)cc1	-5%	?	0.3%	-1%	-1%	0%	-3%	-19	-2%	8%	-1%
O=C(CCCn1c(=S)[nH]c2ccccc2c1=O)NCCSCc1ccccc1	-7%	-25%	-0.1%	-6%	-3%	-1%	0%	-12	?	1%	3%
COc1ccc(C(=O)NNC(=O)c2ccc(S(=O)(=O)N3CC(C)OC(C)C3)cc2)cc1 (stereo unspecified)	-3%	?	-0.4%	-1%	2%	4%	1%	3	10%	-8%	-3%
O=C(NNC(=O)C1C2CCC(C2)C1C(=O)O)c1ccc(Br)o1 (stereo unspecified)	4%	1%	7.4%	/	/	2%[46.1 µM]	-2%	-3	?	-2%	1%
Cc1cnc(C(=O)OC(C)C(=O)Nc2ccc(Oc3ccccc3)cc2)cn1 (stereo unspecified)	-7%	?	2.7%	-1%	5%	6%	-4%	8	0%	4%	1%
COc1ccccc1Cn1c(/C=C/c2ccccc2)nc2ccccc21	-2%	?	-0.4%	1%	-6%	5%[46.1 µM]	1%	3	3%	27%	-1%
COCCn1cnc2cc(C)c(C)cc21	-6%	-10%	-0.1%	-2%	9%	3%	8%	0	0%	-8%	-1%
CC(=O)c1cccc(NC(=O)c2ccc(NC(=O)CC3SC(N4CCCCC4)=NC3=O)cc2)c1 (stereo unspecified)	-6%	-11%	1.8%	-2%	8%	5%	-8%	7	-17%	-3%	2%
CCCCn1c(Cc2ccccc2)n[nH]c1=S	-16%	0%	?	-4%	-2%	7%	-18%	3	?	2%	-1%
COC(=O)[C@H](Cc1ccccc1)NC(=O)N1CCN(Cc2ccccc2)CC1	1%	-11%	-0.2%	/	0%	/	0%	-18	-15%	4%	-1%
CC(C)(C)NC(=O)CN(CCN1CCOCC1)C(=O)CNS(=O)(=O)c1ccccc1	2%	1%	-0.1%	-2%	1%	0%	0%	-11	-1%	2%	-1%
O=C(NCCC1=CCCCC1)C1CC(=O)N(C2CCCCCC2)C1 (stereo unspecified)	0%	-4%	0.5%	-13%	-4%	-3%	-2%	-1	-1%	-3%	3%
O=C(CN1C(=O)NC2(CCCCCC2)C1=O)N1CCN(c2ccc(F)cc2)CC1	3%	0%	0.0%	-1%	4%	/	-9%	-2	-1%	-1%	3%
Cc1ccc(C(=O)C[n+]2cccc(C(N)=O)c2)cc1	6%	-1%	-0.7%	-3%	-2%	1%	-3%	2	-5%	2%	2%
FC(F)(F)c1ccccc1NC1=NCCC1	-3%	10%	-0.1%	0%	7%	-6%	4%	4	-1%	15%	4%
COc1cc(C2C(C#N)=C(N)OC3=C2C(=O)CC(C)(C)C3)c([N+](=O)[O-])cc1OC (stereo unspecified)	-16%	19%	0.2%	-8%	-3%	0%	1%	-18	-3%	3%	12%
CC1(C)C2CCC(C2)C1(C)NC(=O)C[N+](C)(C)C (stereo unspecified)	-1%	4%	0.2%	1%	-6%	0%	2%	5	-4%	-2%	-1%
CNCCCOc1ccc(C)cc1OC	-4%	-1%	-0.9%	0%	2%	0%	-9%	16	?	-1%	-14%
O=C1CC(N2CCC(c3nc4ccccc4[nH]3)CC2)C(=O)N1c1ccccc1F (stereo unspecified)	-6%	9%	-1.0%	-1%	6%	1%	8%	6	-1%	-18%	2%
COc1ccc(CCNC(=O)C(=O)NCC2OCCN2C(=O)c2ccc(Cl)cc2)cc1 (stereo unspecified)	0%	0%	-1.0%	-2%	0%	-1%	2%	21	1%	7%	0%
Cc1cc(Cl)ccc1OCC(=O)NNC(=O)c1ccco1	-8%	?	0.0%	-9%	-6%	-4%	2%	5	?	1%	1%
COc1ccc(S(=O)(=O)N2CCOCC2)cc1NC(=O)c1cc(C)oc1C	-4%	2%	-0.2%	0%	3%	2%	-20%	0	?	5%	0%
Cc1csc(NC(=O)CCC(=O)N(CC(=O)NC2CCCC2)Cc2ccco2)n1	-3%	2%	-0.5%	-20%	-1%	2%	2%	-7	-2%	-12%	3%
CCOC(=O)CSc1ccc2nnc(-c3ccncc3)n2n1	-32%	-22%	0.2%	-8%	3%	0%[46.1 µM]	-2%	1	-9%	-1%	-4%
CCn1cc(CN2CCC(n3nccc3NC(=O)CCOc3ccccc3)CC2)cn1	10%	3%	0.3%	-2%	-3%	2%	1%	31	2%	-3%	0%
CCOCCc1nnc(NC(=O)C(CC)c2ccccc2)s1 (stereo unspecified)	-1%	-2%	-0.9%	-2%	/	3%	-2%	-6	5%	0%	-1%
Nc1cc(Cl)ccc1C(=O)OCC(=O)NC1CCCCC1	-3%	0%	0.3%	-3%	4%	12%	-2%	5	3%	-1%	3%
CCCn1nc2cc(C(=O)NCc3ccc(OC)cc3)ccc2c1OCC	0%	?	-0.2%	3%	10%	0%	5%	-15	-7%	-3%	1%
CCN1CCN(c2ccc(NC(=O)COc3ccccc3Cl)cc2)CC1	12%	-10%	-0.6%	-9%	-2%	1%	-6%	7	6%	-1%	0%
O=C(ONC1=NCCCCC1)c1ccc(Cl)cc1	-1%	5%	0.0%	-3%	-6%	-8%	1%	-18	?	-15%	6%
CCCc1cc(=O)[nH]c(Nc2ccc(O)cc2)n1	3%	-2%	0.1%	-6%	/	-2%	1%	13	-19%	-3%	1%
Cc1ccc(-n2nc3ccc(N)cc3n2)c(C)c1	-6%	?	0.4%	-8%	-17%	/	-6%	-4	0%	-1%	-2%
Nc1c(N=Nc2ccccc2F)c(=O)[nH]n1-c1ccccc1	-1%	?	-0.6%	-2%	3%	-1%	2%	24	?	-3%	0%
O=C(Nc1ccc(N2C(=O)C3C4C=CC(C4)C3C2=O)cc1)Nc1nncs1 (stereo unspecified)	11%	-5%	-0.7%	-2%	-6%	-6%	2%	2	12%	0%	2%
